# HSF1 activator – HSF-1 activators, primary screen, NIH3T3-HGL cells, MG132 stress, luminescence, single point | NIH3T3-HGL HSF-1 luciferase reporter, 8 h; 100% = twice DMSO control signal | activation, % at 9 µM | actives 1.7% (n = 300,000);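 active = mean replicate activation of at least 50% with a set share of replicates each reaching 50%; inconclusive = only one of those two conditions met; inactive = mean below 50% and too few replicates reaching it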;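 also: 0% = median of the neutral control wells and 100% = twice that signal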
# IEC-6 tox – cytotoxicity in IEC-6 intestinal epithelial cells, primary screen, cytotoxicity control for KLF5 inhibitor project, cell-based, luminescence | IEC-6 cytotoxicity, luminescence viability | inhibition, % at 5 µM | actives 0.78% (n = 290,000); in the data active = inhibition above about 22%;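 also: 0% = plate median of test compound wells and 100% = cytotoxic reference compound wells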
# aSyn 5UTR inh – MLPCN primary screen, SNCA 5' untranslated region | alpha-synuclein 5'UTR reporter, inhibitor activity | inhibition, % (tested at 7.5 µM) | actives 0.82% (n = 300,000) | AID 1813, 2009; in the data active = inhibition above about 60%; inconclusive = no clear call, values can overlap the other calls;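 also: H4 neuroglioblastoma cells stably carrying SNCA 5'UTR luciferase fusion; 0% = DMSO wells and 100% = positive control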
# HIF activator – HIF pathway transcriptional activators, primary screen, cell-based, U2OS HRE-luciferase, luminescence. U2OS HRE-luciferase reporter; normalized: DMSO 0%, desferrioxamine 100%. activation, % at 7.5 µM (by protocol). actives 0.32% (n = 300,000). AID 1910, 2009;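 active = mean activation of at least 10% of the iron chelator positive control signal, with at least half of replicates also reaching 10%; inconclusive = mean and replicate majority disagree about reaching 10%; inactive = mean and most replicates under 10%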
# HSP90 inh – HSP90 inhibitors, primary screen, cell lysate, luminescence; Heat shock protein HSP 90 (rabbit reticulocyte lysate; luciferase refolding); inhibition, % at 5.6 µM; Rabbit reticulocyte lysate, luciferase refolding luminescence, 3 h; actives 0.91% (n = 290,000);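 active = inhibition above the screen-wide mean plus 3 SD, computed separately per campaign, cut at about 16% in these data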;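 also: 0% = DMSO wells and 100% = 60 µM geldanamycin wells; inhibitors lower the luminescence because luciferase stays unfolded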
# HSF1 inhib – HSF1 inhibitors in luciferase reporter cells, primary screen, cell-based, NIH3T3, luminescence. NIH3T3-HGL HSE-luciferase, MG132-induced, luminescence 8 h; active compounds read low. activity change, negative = inhibition, % at 7.5 µM (by protocol). actives 0.77% (n = 300,000). AID 2098, 2009;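 active = more than half of replicate wells show activity change below -50%, luminescence cut by over half; inconclusive = some wells, but at most half, below -50%; inactive = no replicate well below -50%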;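 also: luciferase reports HSF-1 transcriptional activity via heat shock element; 0% = median of DMSO wells and -100% = zero luminescence signal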
# AI-2 QS mod – Vibrio harveyi AI-2 quorum sensing modulators, primary screen, JMH597 strain, luminescence/OD600 ratio; Vibrio harveyi JMH597 AI-2 luminescence/OD600 ratio, 9 h; active compounds read low; strain lacks LuxN and CqsS sensors; 0 = neutral-control median; activity change, % at 7.5 µM; actives 0.4% (n = 300,000); AID 2094, 2009; in the data active = activity change below about -75%, passing the limit was not always enough; inconclusive = no clear call, values can overlap the other calls;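 also: luminescence divided by OD600 gain over 9 h not by final OD600 alone; inactives centre near 13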
# HDAC3 inhib – HDAC3 deacetylase inhibitors, primary screen, biochemical, fluorescence, cell-free homogeneous; Histone deacetylase 3 (Homo sapiens), O15379; recombinant HDAC3, fluorogenic peptide/trypsin coupled; inhibition, % at 8.3 µM; actives 0.15% (n = 320,000); in the data active = inhibition above about 26%, passing the limit was not always enough; inconclusive = no clear call, values can overlap the other calls
# Target sequence (O15379 whole entry, looked up): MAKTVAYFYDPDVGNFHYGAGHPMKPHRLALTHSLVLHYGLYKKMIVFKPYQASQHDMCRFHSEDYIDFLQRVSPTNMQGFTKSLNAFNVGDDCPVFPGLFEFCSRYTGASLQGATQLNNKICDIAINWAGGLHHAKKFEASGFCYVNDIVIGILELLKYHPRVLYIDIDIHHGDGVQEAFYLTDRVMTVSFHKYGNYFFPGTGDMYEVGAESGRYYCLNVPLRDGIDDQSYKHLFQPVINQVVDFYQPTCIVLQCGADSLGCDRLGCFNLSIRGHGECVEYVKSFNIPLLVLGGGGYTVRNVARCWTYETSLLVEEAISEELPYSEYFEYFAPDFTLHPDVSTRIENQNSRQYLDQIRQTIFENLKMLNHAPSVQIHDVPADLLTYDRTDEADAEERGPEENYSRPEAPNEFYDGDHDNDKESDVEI
# Platelet DG rel – inhibitors of platelet dense granule secretion, primary screen, cell-based, MLPCN, human platelets; human platelet-rich plasma, SFLLRN dense granule ATP release, luminescence; inhibition, %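 (compounds screened at 7.5 µM in platelet-rich plasma)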; actives 0.22% (n = 300,000);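 active = mean replicate score, as percent of positive control, at or above 50; inconclusive = mean below 50 but at least one replicate at or above 50; inactive = mean and every replicate below 50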
# KLF5 inh – KLF5 expression inhibitors, primary screen, DLD-1 cells, luminescence. DLD-1 KLF5 promoter-luciferase reporter. actives 0.23% (n = 290,000). inhibition, % at 5 µM;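 active = inhibition above a per-plate limit of that plate's mean compound inhibition plus 3 SD, cut at about 60% in these data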;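 also: 0% = DMSO wells and 100% = LY294002 at 200 µM; higher means less KLF5 promoter-driven luciferase light; inactives centre near -14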
# * hit, by the source's call; ? = inconclusive; / = not tested or not shown.
SMILES,HSF1 activator,IEC-6 tox,aSyn 5UTR inh,HIF activator,HSP90 inh,HSF1 inhib,AI-2 QS mod,HDAC3 inhib,Platelet DG rel,KLF5 inh
Cc1ccc(C)c(OCCC(=O)OCC(=O)Nc2cccc(S(=O)(=O)N3CCCC3)c2)c1,-8.6,/,16.3,0.1,/,-1.5,10.8,10.0,-4.2,/
CC(C)NC(=O)c1cc(-c2ccco2)nn1-c1ccc(Cl)cc1,22.7,2.9,12.0,0.1,0.0,11.7,31.3,2.0,17.1,4.1
Cc1ccc(C(=O)NCCc2nnc3ccc(NCCCN4CCOCC4)nn23)cc1,3.0,-1.8,1.2,-0.4,1.5,-1.6,1.3,1.4,-6.8,-33.0
CCN(CC(=O)NCc1ccc(Cl)cc1)C(=O)CN1C(=O)NC(CC)(c2ccccc2)C1=O (stereo not drawn),4.4,2.8,14.1,-0.4,-4.3,-5.1,22.9,-11.4,7.8,-12.9
Cc1ccc2c(c1)cc(CN(Cc1ccc3c(c1)OCO3)C(=O)c1ccccc1)c1nnnn12,22.0,-10.7,12.2,0.6,-3.1,10.7,7.1,6.1,1.4,-5.2
O=C(c1ccc(N2C(=O)C3C4c5ccccc5C(c5ccccc54)C3C2=O)cc1)N1CCOCC1 (stereo not drawn),4.9,-1.8,31.6,-0.4,-5.7,2.1,7.3,-12.5,2.2,-4.9
Cc1ccc(-c2noc(CSc3ccccc3)n2)cc1,69.5*,4.3,-84.3,1.2,-1.0,37.2,-3.6,0.9,-2.6,-169.6
CCc1nc(SCC(=O)N2c3ccccc3CC2C)c2c(C)c(C)sc2n1 (stereo not drawn),21.5,-7.7,51.9,-1.3,0.3,6.8,13.7,-2.3,4.7,8.8
CC(=O)Nc1c(-c2ccccc2Cl)c(=O)c2ccccc2n1C,2.4,-2.3,-8.5,-1.1,3.4,-11.4,-5.2,4.8,-2.7,6.7
O=C1CCCN2N=C(SCC(=O)N3N=C(c4ccc(Br)cc4)CC3c3ccc(F)cc3)SC2=N1 (stereo not drawn),12.4,1.4,-38.6,-0.1,-0.8,0.0,20.8,3.6,-7.1,-20.5
CCCCNC(=O)C1(NC(=O)Nc2ccccc2)CCCCC1,0.1,-2.4,6.6,-0.4,-4.4,-5.7,21.1,-1.8,1.9,-26.6
Cc1cc(C)nc(NC(=O)Cc2ccc(Br)cc2)n1,-2.7,-0.3,17.3,0.1,4.4,-5.3,2.7,6.4,-3.7,-23.8
Cc1ccccc1NC(=O)CSc1nc(=O)n(CCN2CCOCC2)c2c1CCCC2,-13.4,/,0.5,0.0,/,-2.7,13.8,?,12.3,/
O=C(CN(Cc1cccs1)S(=O)(=O)c1ccc(S(=O)(=O)NC2CCCCC2)cc1)Nc1ccccc1,41.9,0.1,-2.7,/,3.3,6.3,-3.1,7.4,8.1,14.8
COc1cccc(-c2cc(=O)[nH][nH]2)c1,18.5,-1.6,11.4,0.2,15.0,10.0,13.6,-4.8,16.2,-21.8
COc1ccc(C(CNC(=O)c2ccc(S(=O)(=O)N3CCCC3)cc2)N(C)C)cc1OC (stereo not drawn),-11.8,4.5,7.4,-0.2,3.4,-11.0,-0.8,-3.3,21.7,-10.0
C/C(=N/NC(=O)CN1CCN(Cc2ccccc2Cl)CC1)c1ccncc1,-6.9,-7.4,25.4,-1.0,2.8,-3.9,22.7,6.1,-0.3,6.0
Cc1cc(N2CCOCC2)ccc1/C=C1\NC(=O)N(Cc2ccccc2)C1=O,18.8,0.2,8.3,0.0,0.3,6.7,11.1,0.2,2.9,12.9
Cc1nc2cc(-n3ccc(=O)cc3)ccc2n1-c1ccccc1,1.2,-0.1,-0.2,0.0,-0.8,-0.7,16.4,-0.5,10.2,6.6
COc1ccc(NC(=O)C2CCCCN2N)cc1OC (stereo not drawn),-5.6,0.4,-4.7,0.1,1.7,-11.1,22.5,5.3,1.8,-0.8
CC(C)CN(CCCNC(=O)CN1C(=O)COc2ccc(S(=O)(=O)N3CCCC3)cc21)CC(C)C,22.5,6.6,8.0,-0.9,22.0*,7.5,-11.2,-2.7,-1.9,-20.2
CCCCNC(=O)c1cccc2c(=O)c(C)c(-c3ccccc3)oc12,-4.7,-2.3,24.7,0.3,-1.4,-9.2,22.9,3.0,7.2,21.3
O=C(NCCC1=CCCCC1)c1cnccn1,13.4,2.1,-114.0,1.8,2.5,10.6,18.7,-4.3,2.4,-113.6
Cc1ccc(NC(=O)N(Cc2cccs2)Cc2cc3cc4c(cc3[nH]c2=O)OCO4)cc1,8.7,4.5,3.8,0.0,0.6,-0.6,23.0,-4.6,-16.5,15.4
CCOC(=O)CN(c1ccccc1C)S(=O)(=O)c1ccc(Cl)cc1,-5.3,-4.0,-15.8,-0.1,3.6,-2.1,11.7,-3.4,-12.8,1.1
SMILES,HSF1 activator,IEC-6 tox,aSyn 5UTR inh,HIF activator,HSP90 inh,HSF1 inhib,AI-2 QS mod,HDAC3 inhib,Platelet DG rel,KLF5 inh
CCCc1nc2ccccc2c(C(=O)OC(C)C(=O)NCc2ccc3c(c2)OCO3)c1CC (stereo not drawn),32.2,1.3,26.3,-1.1,-4.7,6.4,7.8,9.0,-5.3,-5.3
COc1ccc(NC(=O)c2noc3c2CCC3)cc1,45.2,2.8,-16.9,-2.4,26.7*,16.1,43.7,0.4,19.3,-123.8
CCOc1cc(C)c(Cl)cc1S(=O)(=O)N1CCCC1,15.2,2.3,12.7,0.1,1.1,-3.2,11.2,-5.5,-3.8,7.7
O=C(C[n+]1cc(Br)cc2ccccc21)c1ccccc1,18.4,1.7,2.7,-0.8,0.6,7.1,10.3,-3.6,9.8,-19.5
O=c1n(-c2cccc(Cl)c2)c(=O)n2n1CCC2,-24.8,-3.0,20.7,-0.2,-3.1,-10.0,7.7,-3.4,-7.1,-7.7
O=C(Nc1cccnc1)c1cc(-c2ccc(Br)cc2)nc2ccccc12,16.5,-7.4,-28.5,0.0,3.2,9.9,56.8,0.4,17.0,-8.6
O=C(O)Cc1ccc(NC(=O)c2cccc(NC(=O)c3ccco3)c2)cc1,20.0,-2.5,6.0,-0.5,-3.6,1.1,17.7,-1.0,-3.0,-27.6
COc1cccc(N2CCN(C(=S)Nc3ccccc3OC)CC2)c1,10.1,7.8,8.5,-0.1,-1.1,2.8,24.2,-11.5,1.3,-27.9
COc1ccc(CNC(=S)NC(C)CCc2ccccc2)cc1 (stereo not drawn),3.7,-5.1,-1.4,0.2,0.6,6.7,25.2,4.8,3.5,-13.9
CCC(C)NC(=O)c1ccccc1NC(=O)c1ccc(CSc2ccccc2)cc1 (stereo not drawn),15.7,-2.6,25.1,-0.5,1.7,4.7,26.8,2.8,1.2,-4.5
CC1(C(=O)OCC(=O)NC(=O)NCc2ccccc2)CC1(Cl)Cl (stereo not drawn),8.4,1.3,28.9,1.5,2.0,1.1,-6.2,1.0,-27.0,8.3
CC(C)CC(=O)Nc1ccc(-c2nc3ccccc3c(=O)o2)cc1,23.2,4.8,-15.4,-0.7,3.1,-3.5,0.0,10.3,-3.2,-9.9
CC(NC(=O)C1CC12CCC2)c1ccccc1 (stereo not drawn),2.8,-4.5,-6.6,0.0,0.5,-10.6,6.7,-4.4,-0.4,-12.0
O=C(N/N=C/c1coc2ccccc2c1=O)c1ccccc1Br,10.1,4.2,-5.3,0.3,-2.5,-13.9,7.1,13.0,-4.7,-12.2
O=C(c1sccc1-c1ccccc1)N1CCN(S(=O)(=O)c2ccccc2F)CC1,-7.3,/,9.4,0.2,/,-1.1,11.6,8.0,-10.2,/
Cc1cc(=O)oc2c3c(cc(OCC(=O)NC4CC4)c12)OC(C)(C)CC3,0.6,-2.4,8.9,-0.4,-2.5,-4.8,26.3,-52.2,-1.7,-10.6
CC(C)c1ccc(S(=O)(=O)/N=C2/C=C(Sc3ncn[nH]3)C(=O)c3ccccc32)cc1,/,38.7*,/,/,59.6*,/,/,4.4,/,12.6
Cc1ccn2c(=O)nc(SCc3cccc(C(F)(F)F)c3)nc2c1,1.5,1.2,-8.9,-0.3,-4.6,0.5,19.1,2.5,9.7,-10.0
CN(Cc1ccccc1)S(=O)(=O)c1ccc(Cl)c(C(=O)NCc2ccc3c(c2)OCO3)c1,1.2,1.1,32.0,-0.5,-3.4,0.6,3.2,-1.7,14.8,-17.0
COc1cccc(-c2cc(C(F)(F)F)n3ncc(C(=O)NCC4CCCO4)c3n2)c1 (stereo not drawn),18.5,3.1,-19.3,-0.4,-0.6,-2.8,9.8,-1.5,1.5,-3.1
CC(C)N(C)CCOC(=O)/C=C/c1ccccc1,3.7,-8.2,-11.4,0.2,2.5,0.5,15.2,9.3,2.3,10.1
O=C(Cc1ccccc1)NCc1nc2ccccc2[nH]1,-7.1,3.5,2.7,0.2,1.4,-1.6,4.8,4.9,2.4,-25.9
CCCC(=O)N(c1ccc2oc(=O)sc2c1)S(=O)(=O)c1ccccc1,16.3,0.1,-21.2,0.4,0.7,13.3,8.5,-4.6,-2.4,-38.1
O=C(NCCCn1ccnc1)C1c2ccccc2Oc2ccccc21,2.9,-0.4,-6.0,-0.2,-4.5,-0.6,2.1,8.5,-1.4,6.7
O=C(c1cc2ccccc2oc1=O)N1CCN(CCc2ccccc2)CC1,9.3,3.1,14.9,-0.5,2.4,-5.2,13.0,-0.7,-3.2,13.8

# Another view of some results above:
O=C(c1sccc1-c1ccccc1)N1CCN(S(=O)(=O)c2ccccc2F)CC1
  HSF1 activator: -7.3
  IEC-6 tox: /
  aSyn 5UTR inh: 9.4
  HIF activator: 0.2
  HSP90 inh: /
  HSF1 inhib: -1.1
  AI-2 QS mod: 11.6
  HDAC3 inhib: 8.0
  Platelet DG rel: -10.2
  KLF5 inh: /
Cc1cc(=O)oc2c3c(cc(OCC(=O)NC4CC4)c12)OC(C)(C)CC3
  HSF1 activator: 0.6
  IEC-6 tox: -2.4
  aSyn 5UTR inh: 8.9
  HIF activator: -0.4
  HSP90 inh: -2.5
  HSF1 inhib: -4.8
  AI-2 QS mod: 26.3
  HDAC3 inhib: -52.2
  Platelet DG rel: -1.7
  KLF5 inh: -10.6
CC(C)c1ccc(S(=O)(=O)/N=C2/C=C(Sc3ncn[nH]3)C(=O)c3ccccc32)cc1
  HSF1 activator: /
  IEC-6 tox: 38.7*
  aSyn 5UTR inh: /
  HIF activator: /
  HSP90 inh: 59.6*
  HSF1 inhib: /
  AI-2 QS mod: /
  HDAC3 inhib: 4.4
  Platelet DG rel: /
  KLF5 inh: 12.6
Cc1ccn2c(=O)nc(SCc3cccc(C(F)(F)F)c3)nc2c1
  HSF1 activator: 1.5
  IEC-6 tox: 1.2
  aSyn 5UTR inh: -8.9
  HIF activator: -0.3
  HSP90 inh: -4.6
  HSF1 inhib: 0.5
  AI-2 QS mod: 19.1
  HDAC3 inhib: 2.5
  Platelet DG rel: 9.7
  KLF5 inh: -10.0
